GCN5L2 inh: inhibitors of human GCN5L2 histone acetyltransferase. Q92830. GCN5L2 HAT assay, ThioGlo1 CoA-SH fluorescence. Potency, µM (series often up to 58.9 µM), for the others: top-dose activity change, negative = inhibition, actives largely listed as inhibitors. 390,000 compounds, 0.21% hits. AID 504327
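Enzyme at 20nM final was mixed with library compounds for 15 min at room temperature. Peptide H3(1-25) at 75uM, acetyl-CoA at 70uM and ThioGlo1 at 50uM were then added. Plates were read immediately and after 20 min (Ex340nm/Em540nm).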
TDP1 inh: inhibitors of human tyrosyl-DNA phosphodiesterase TDP1 | Potency, µM (doses to about 130 µM), for the others: at the highest dose activity change, negative = inhibition, most hits filed as inhibitors | recombinant TDP1, AlphaScreen DNA substrate cleavage | 350,000 compounds, 0.28% hits | Q9NUW8; further: nearly all actives have a fitted effect of over 40% in size
Target sequence (Q9NUW8 whole entry, looked up): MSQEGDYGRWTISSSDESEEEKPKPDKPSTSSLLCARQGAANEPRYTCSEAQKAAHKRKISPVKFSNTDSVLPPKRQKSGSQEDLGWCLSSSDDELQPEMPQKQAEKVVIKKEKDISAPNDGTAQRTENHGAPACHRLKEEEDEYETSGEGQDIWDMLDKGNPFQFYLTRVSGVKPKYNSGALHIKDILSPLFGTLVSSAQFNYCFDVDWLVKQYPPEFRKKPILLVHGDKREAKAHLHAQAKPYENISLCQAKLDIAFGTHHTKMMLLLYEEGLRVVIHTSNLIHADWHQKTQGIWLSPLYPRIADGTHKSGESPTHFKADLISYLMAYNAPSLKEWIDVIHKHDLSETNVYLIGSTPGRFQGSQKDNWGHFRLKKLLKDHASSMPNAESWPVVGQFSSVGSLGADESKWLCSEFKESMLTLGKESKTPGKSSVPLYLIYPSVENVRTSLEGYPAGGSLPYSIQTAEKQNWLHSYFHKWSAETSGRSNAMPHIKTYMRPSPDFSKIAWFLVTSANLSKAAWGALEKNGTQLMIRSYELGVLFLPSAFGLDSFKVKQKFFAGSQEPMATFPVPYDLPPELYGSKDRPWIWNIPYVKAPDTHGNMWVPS
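Signal: AlphaScreen proximity between streptavidin donor and anti-FITC acceptor beads on intact substrate. Reaction: Tdp1 1 nM, substrate 15 nM final, 5 min RT after 15 min compound preincubation.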
DT40 TDP1 no CPT: qHTS for Inhibitors of human tyrosyl-DNA phosphodiesterase 1 (TDP1): qHTS in cells in absence of CPT. DT40 Tdp1-/- hTDP1 cells, no CPT, ATP luminescence, 48 h. Potency, µM (series often up to 46.2 µM), for the others: top-dose activity change, negative = growth inhibition, usual class: inhibitors. 420,000 compounds, 15% hits; further: nearly all actives have a fitted effect of over 55% in size
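No-CPT arm: Tdp1-/-;hTDP1 DT40 cells (400/well) plus compounds, incubated ≥48 hr at 37 °C. Readout CellTiter-Glo luminescence.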
Starred values were filed as active, the others as inactive; ? = inconclusive; . = not tested or not shown; & = joins results of further samples; [ ] = remark or other dose. The call rests on the fitted dose curve; in most records, active means well fitted curve in the direction sought with a large enough effect; inconclusive means small, poorly fitted or top-dose-only effect, or another doubt; inactive means no such curve, though single readings can be large; an effect the other way counts as inactive or inconclusive. On the % scale 0 is the no-effect control and ±100 the full control effect; potency means the concentration at half of the fitted maximal effect.

SMILES | GCN5L2 inh | TDP1 inh | DT40 TDP1 no CPT
COc1ccc(-c2[nH]nc3c2C(c2ccncc2)C(C#N)=C(N)O3)cc1 (centres undefined) | -0.3% | 8.2% | -26.7%
O=C1CCCC2=C1C(c1cccs1)n1ncnc1N2 (centres undefined) | -7.4% | 4.5% | -5.4%
Oc1ccc(C[C@H]2CNCCN2CCc2cc(C(F)(F)F)cc(C(F)(F)F)c2)cc1 | -4.3% | . | ?
NC(N)=NS(=O)(=O)c1ccc(N/C=C/C(=O)c2ccc(Cl)c(Cl)c2)cc1 | 1.6% | . | ?
COc1ccc(-c2cnc3c(-c4ccc(F)cc4)cnn3c2N)cc1 | 9.1% | . | 0.2%
Cc1ccc2[nH]c(=O)c(-c3noc(C(C)C)n3)cc2c1 | -8.3% | 1.2% | -22.1%
O=C1N[C@@H](Cc2ccccc2)C(=O)N2[C@H]1C[C@]1(Br)c3ccccc3N(S(=O)(=O)c3ccccc3)[C@H]21 | -7.9% | 1.9% | ?
CCOC(=O)C1C(=O)CC(O)(c2ccccc2)CC1c1ccccc1 (centres undefined) | -13.6% | 5.8% | ?
O=C(C[C@H]1C[C@H](C(=O)N2CCCCC2)[C@@]2(CCc3ccccc3)c3[nH]c4ccc(Cl)cc4c3CCN2C1=O)NCc1cccc(C(F)(F)F)c1 | -3.5% | 0.8%[56.1 µM] | 11.6µM*
O=C(Nc1ccc2oc(-c3cccc4ccccc34)nc2c1)c1ncn[nH]1 | -4.8% | 0.9% | -25.9%
COc1cc2cnc(Cl)nc2cc1OC | -2.3% | -2.6% | ?
O=C(c1ccccn1)c1conc1C(=O)c1ccc(Br)cc1 | -1.2% | -2.0% | 0.5%
CCCNC(=S)Nc1ccc2nc(-c3ccccn3)c(-c3ccccn3)nc2c1 | ? | 5.9% | -0.6%
CN1CCN(c2ncc3nc(CCc4ccccc4)c(=O)n(CCC#N)c3n2)CC1 | ? | . | ?
N#C/C(=C\c1ccc(OCCN2CCOCC2)cc1)C(=O)Nc1ccccc1F | -3.8% | 1.9% | -21.5%
CCCCNCc1cc(Br)c(OCc2cccs2)c(OC)c1 | 24.4% | 0.0% | ?
CC(C)c1ccc(S(=O)(=O)N2CCN(C(=O)CCNC(=O)Nc3ccccc3)CC2)cc1 | -10.3% | 1.5% | -15.8%
Cc1cccnc1NC(=O)CNC(=O)C12CC3CC(CC(Cl)(C3)C1)C2 | -7.3% | 0.3% | -11.6%
CCCc1nc2oc3c(Cl)ncnc3c2c2c1CCCC2 | ? | 5.5% | ?
Cc1nn(C(C)C(=O)NCC2CCCO2)c(C)c1[N+](=O)[O-] (centres undefined) | 2.2% | 6.2% | -14.5%
Cc1ccccc1N1CC(=O)Nc2c(oc3nc(-c4ccccc4)cc(C)c23)C1=O | -0.1% | -2.5% | ?
COC(=O)COc1ccc(-c2nccc(-c3ccccn3)n2)cc1 | -15.6% | . | 5.7%
Cc1cccc(COc2ccc(/C=N/NC(=O)c3nnn(-c4nonc4N)c3COc3ccc(F)cc3)cc2)c1 | -12.6% | . | ?
CC(C)NC(=O)c1cnn2c1NC(c1cccs1)CC2C(F)(F)F (centres undefined) | 2.9% | 5.0% | -3.2%
Cn1c(=O)c2c(ncn2CC(=O)Nc2nccs2)n(C)c1=O | -5.4% | -3.1% | -0.2%
The list goes on:
SMILES | GCN5L2 inh | TDP1 inh | DT40 TDP1 no CPT
O=C(NCC1CCCO1)c1cc(-c2ccc(Cl)cc2Cl)on1 (centres undefined) | -15.6% | 5.8% | ?
CC(=O)Nc1ccccc1NC(=O)COc1cccc2ccccc12 | -34.7% | 3.5% | 8.7%
CCCCn1c(N)c(N(Cc2ccccc2OC)C(=O)C(C)Oc2ccc(Cl)cc2)c(=O)[nH]c1=O (centres undefined) | -10.1% | 5.0% | -11.2%
Cc1ccc(NC(=O)C2CCCN(S(=O)(=O)c3ccc4c(c3)oc(=O)n4C)C2)cc1Cl (centres undefined) | -5.2% | 6.4% | ?
O=C1c2oc3ccccc3c(=O)c2C(c2cccc(F)c2)N1CCCO (centres undefined) | -0.8% | 1.0% | 1.7%
COc1ccc(/C=C/c2nc(-c3ccccc3)cc(=O)[nH]2)cc1 | -5.0% | . | -27.3%
CC(C)c1nn2c(=O)cc(COC(=O)COc3ccccc3F)nc2s1 | 0.8% | 8.4% | -1.0%
Cc1ccc(N2CCN(CCCN3C(=O)C4CCCN4C3=O)CC2)cc1 (centres undefined) | -7.5% | 5.3% | -1.3%
COc1ccc(NC(=O)/C=C/c2ccc3c(c2)OCO3)cc1 | -8.0% | 0.0% | 14.6%
COc1ccc(-c2csc(/N=C/N(C)C)n2)cc1OC | -6.9% | 5.1% | -18.0%
Cc1nc(SCc2nc3ccc([N+](=O)[O-])cc3[nH]2)c2oc3ccccc3c2n1 | -2.8% | 0.9% | .
Cc1ccc(CCNC(=O)c2ccc(Nc3nc4ccccc4n4nnnc34)cc2)cc1 | -4.0% | -7.5% | 18.4µM*
COc1cc(NS(=O)(=O)c2ccc(C)cc2C)cc(OC)c1OC | -2.4% | 0.0% | 6.51µM*
C/C=C\C=C/C(=O)Nc1cccc(C2=NOC3(C2)C[C@@H](C(N)=O)N(C(=O)/C=C/C=C\C)C3)c1 (some centres undefined) | -34.5% | 20µM* | 0.3%
CCOC(=O)c1ccc(NC(=O)c2ccc3c(c2)CCN3S(=O)(=O)c2ccc(Cl)cc2)cc1 | -8.6% | 0.0% | ?
Cc1cccc(C(=O)N[C@H](C(=O)Nc2ccc(C)c(S(=O)(=O)N(C)C)c2)C(C)C)c1 | -9.5% | 7.5% | 14.6µM*
COC(=O)c1ccc(-c2ccco2)n1Cc1cc(C)ccc1C | -7.2% | 5.0% | -12.3%
CC[C@H](C)[C@@H](C(=O)N1CCNCC1)n1cc([C@@H](N)Cc2ccc(O)cc2)nn1 | 0.1% | 2.6% | -10.6%
CCCOc1cccc(C2C(C(=O)c3ccco3)=C(O)C(=O)N2CCN(CC)CC)c1 (centres undefined) | -1.7% | 2.1% | 1.9%
COc1ccc2oc(-c3ccc(C)c(NC(=O)c4ccc(-c5ccccc5[N+](=O)[O-])o4)c3)nc2c1 | 2.5% | 3.2% | 9.2µM*
CC(C)OC(=O)CC1C(=O)NCCN1C(=S)NC(=O)c1ccccc1Cl (centres undefined) | -1.1% | -11.6% | -3.2%
CCN1CCN(c2cc(C)nc(-c3ccccc3O)n2)CC1 | -27.2% | 2.7% | -12.0%
CCOC(=O)c1c(NC(=O)C2(C)Cc3ccccc3C(=O)O2)sc2c1CCCC2 (centres undefined) | -8.5% | 2.7% | 16.4µM*
Cc1ccc(S(=O)(=O)Nc2cc3c(C(=O)OCc4ccccc4)c(C)oc3c3ccccc23)c(C)c1 | -10.6% | . | ?
COc1cccc2sc(=NC(=O)c3ccc(S(=O)(=O)N4CCCCC4)cc3)n(C)c12 | -7.3% | 7.1% | -8.8%

15 entries from above, as a markdown table:
| SMILES | GCN5L2 inh | TDP1 inh | DT40 TDP1 no CPT |
| --- | --- | --- | --- |
| O=C(NCC1CCCO1)c1cc(-c2ccc(Cl)cc2Cl)on1 (centres undefined) | -15.6% | 5.8% | ? |
| CC(=O)Nc1ccccc1NC(=O)COc1cccc2ccccc12 | -34.7% | 3.5% | 8.7% |
| CCCCn1c(N)c(N(Cc2ccccc2OC)C(=O)C(C)Oc2ccc(Cl)cc2)c(=O)[nH]c1=O (centres undefined) | -10.1% | 5.0% | -11.2% |
| Cc1ccc(NC(=O)C2CCCN(S(=O)(=O)c3ccc4c(c3)oc(=O)n4C)C2)cc1Cl (centres undefined) | -5.2% | 6.4% | ? |
| O=C1c2oc3ccccc3c(=O)c2C(c2cccc(F)c2)N1CCCO (centres undefined) | -0.8% | 1.0% | 1.7% |
| COc1ccc(/C=C/c2nc(-c3ccccc3)cc(=O)[nH]2)cc1 | -5.0% | . | -27.3% |
| CC(C)c1nn2c(=O)cc(COC(=O)COc3ccccc3F)nc2s1 | 0.8% | 8.4% | -1.0% |
| Cc1ccc(N2CCN(CCCN3C(=O)C4CCCN4C3=O)CC2)cc1 (centres undefined) | -7.5% | 5.3% | -1.3% |
| COc1ccc(NC(=O)/C=C/c2ccc3c(c2)OCO3)cc1 | -8.0% | 0.0% | 14.6% |
| COc1ccc(-c2csc(/N=C/N(C)C)n2)cc1OC | -6.9% | 5.1% | -18.0% |
| Cc1nc(SCc2nc3ccc([N+](=O)[O-])cc3[nH]2)c2oc3ccccc3c2n1 | -2.8% | 0.9% | . |
| Cc1ccc(CCNC(=O)c2ccc(Nc3nc4ccccc4n4nnnc34)cc2)cc1 | -4.0% | -7.5% | 18.4µM* |
| COc1cc(NS(=O)(=O)c2ccc(C)cc2C)cc(OC)c1OC | -2.4% | 0.0% | 6.51µM* |
| C/C=C\C=C/C(=O)Nc1cccc(C2=NOC3(C2)C[C@@H](C(N)=O)N(C(=O)/C=C/C=C\C)C3)c1 (some centres undefined) | -34.5% | 20µM* | 0.3% |
| CCOC(=O)c1ccc(NC(=O)c2ccc3c(c2)CCN3S(=O)(=O)c2ccc(Cl)cc2)cc1 | -8.6% | 0.0% | ? |

(next part)
SMILES | GCN5L2 inh | TDP1 inh | DT40 TDP1 no CPT
Cc1c(C(=O)N2CCN(c3ccccc3)CC2)sc2nc3n(c(=O)c12)CCC3 | -1.6%&-3.8% | 1.6%&6.5% | 6.8%&-11.3%
COC(=O)c1ccc2c(c1)c(C#Cc1ccccc1)c(-c1ccccc1)n2C | ? | -8.0%[56.1 µM] | 16.4µM*
Cc1ccc2c(c1)c1c(n2CC(O)CN2CCCCC2C)CCCC1 (centres undefined) | -11.0% | 7.7% | ?
Cc1c(C(=O)OCC(C)C)[nH]c2c1C(=O)CC(c1ccco1)C2 (centres undefined) | -8.7% | 2.6% | 0.82µM*
CCc1cc2c3c(c1)C1(C(=O)N3C(C)(C)C=C2C)C(C#N)=C(N)Oc2[nH]c(=O)[nH]c(=O)c21 (centres undefined) | -8.1% | 5.4% | 3.26µM*
COCCCNC(=O)CSc1nc2cc3c(cc2c(=O)n1CCCCCC(=O)NCc1ccc2c(c1)OCO2)OCO3 | -2.8% | -1.5% | 1.7%
O=C(NCC1CCCCC1)C1CCCN(C(=O)NC2CCCCC2)C1 (centres undefined) | -4.5% | -6.2% | ?
Cc1ccc(NC(=O)COC(=O)Cc2ccsc2)cc1S(=O)(=O)N(C)C | -2.8% | -3.1% | 9.7%
OCCN(Cc1ccccc1)C(=S)NC1CCCCC1 | 2.3% | 0.0% | -20.7%
O=C(CSc1c2c(nc3cc(Cl)ccc13)CCCC2)NCCN1CCOCC1 | -2.2% | 1.2% | ?
Cc1cccc(C)c1OCC(=O)N/N=C/c1ccncc1 | -0.3% | 7.0% | -20.6%
O=C(CN1C(=O)CC(c2ccccc2)=Nc2ccccc21)Nc1ccc(Br)cc1 | -8.2% | 7.1% | 20.6µM*
CN(Cc1ccccc1)c1ncnc2c1nnn2C | -7.9% | 0.0% | -13.6%
Cc1cccc(-c2nc(=S)c3c(o2)CCCC3)c1 | -3.1% | 2.9% | ?
c1coc(-c2nn3c(Cn4nnc5ccccc54)nnc3s2)c1 | -9.9% | 0.0% | -27.4%
COc1ccc(C)cc1NC(=O)CNC(C)C(=O)Nc1cc(Cl)ccc1Cl (centres undefined) | 0.4% | 2.5% | ?
Cc1cc(C)n(C(=O)/C(C#N)=N\Nc2ccccc2[N+](=O)[O-])n1 | -2.0% | 3.6% | 2.2%
COc1ccc(-c2noc(-c3ccc(N4CCCCC4C)c([N+](=O)[O-])c3)n2)cc1OC (centres undefined) | -12.9% | 5.7% | ?
CCc1ccccc1Cn1c(=O)oc2cccnc21 | 2.1% | 5.7% | 2.8%
CC1CCN(C(=O)COc2ccc(S(=O)(=O)N3CCCC3)cc2)CC1 | -2.9% | -2.7% | -17.6%
CCOCCCn1c(=S)[nH]c2cc(C(=O)NC3CCCCC3C)ccc2c1=O (centres undefined) | -2.1% | -5.1% | 11.8%
Cn1c(N)c(C(=O)COC(=O)c2ccc(Br)o2)c(=O)n(C)c1=O | 2.4% | -7.3% | 2.2%
Cc1cnc(C(=O)OCC(=O)N(C)CC(=O)Nc2ccccc2Cl)cn1 | -6.5% | 0.5% | -0.9%

High-throughput results as filed in PubChem.

This is a subset (hit frequency here may not be typical).
